# S2 tox: reduces viability in counter-screen for ATXN expression inhibitors | AID 651635 | 400,000 compounds, 0.49% hits | S2 cells (HEK-293 line with an ATXN2-luciferase reporter) viability, CellTiter-Fluor protease fluorescence, 24 h | Potency, µM (doses to about 56.7 µM), most hits filed as cytotoxic; note: potency is the fitted concentration of half-maximal effect; nearly all actives have a fitted effect of over 40% in size
# TGFb inhibitor: blocks TGF-b signaling; 410,000 compounds, 1.2% hits; Potency, µM (titrated, usually from 46.1 µM), without a hit: top-dose activity, negative = inhibition, actives largely listed as inhibitors; HepG2 CAGA-GFP TGF-b/SMAD3 reporter, GFP fluorescence, 18 h; TGF-beta stimulated, 500 pg/mL final; note: potency is the fitted concentration of half-maximal effect; % is set by controls: 0 for no effect and ±100 for the full control effect; nearly all actives have a fitted effect of over 65% in size
#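 Smad-responsive CAGA-GFP expression was quantified in HEPG2 cells exposed to compounds and 500 pg/mL final TGF-beta for 18 h at 37 degrees C; unstimulated wells defined full inhibition.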
# ATXN2 expr inh: reduces ATXN2 reporter expression in HEK-293 cells | HEK-293 ATXN2-luciferase reporter, luminescence, 24 h | Potency, µM (doses to about 57 µM), for the others: top-dose activity change, negative = inhibition, actives largely listed as inhibitors | 360,000 compounds, 0.72% hits | AID 1745845; note: potency is the fitted concentration of half-maximal effect; % is set by controls: 0 for no effect and ±100 for the full control effect; nearly all actives have a fitted effect of over 55% in size
#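 ATXN2-luciferase reporter cells (luciferase flanked by upstream and downstream ATXN2 gene portions) were treated 24 h at 37 °C with compounds at up to 57 uM. SteadyGlo luminescence gave expression; GF-AFC fluorescence gave viability.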
# MCF10A rereplic: inducers of DNA re-replication in MCF 10A breast cells | Potency, µM (series often up to 46.1 µM), without a hit: at the highest dose activity, positive = re-replication, usual class: activators | MCF 10A DNA re-replication, Hoechst nuclear intensity, 48 h | 350,000 compounds, 2.9% hits; note: potency is the fitted concentration of half-maximal effect; % of control where 0% means no effect; nearly all actives have a fitted effect of over 50% in size
# HepG2 viability: kills HepG2 cells in TGF-b inhibitor counter-screen; Potency, µM (highest dose often 46.1 µM), for inactives: at the highest dose activity change, negative = cytotoxicity, most hits filed as cytotoxic; 410,000 compounds, 0.76% hits; HepG2 CAGA-GFP viability, ATP luminescence, 18 h; AID 588856; note: potency is the fitted concentration of half-maximal effect; some results filed as inactive show a strong effect at the top dose
#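 CellTiter-Glo luminescence gave cytotoxicity after 18 hours at 37 degrees C. The cells were HepG2 CAGA-GFP in 1% FBS DMEM, stimulated with 500 pg/mL TGF-beta after compound addition. %Activity was normalised to no-cell wells (complete cell-killing) and DMSO (no toxicity), and curves were fitted and classified.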
# Nrf2 ARE act: Nrf2 pathway activation; AREc32 ARE-luciferase reporter (MCF7-derived line), luminescence, 24 h; Potency, µM (top dose mostly 46.1 µM), for the others: top-dose activation, usual class: activators; 410,000 compounds, 0.31% hits; AID 624171; note: potency is the fitted concentration of half-maximal effect; % of control where 0% means no effect; nearly all actives have a fitted effect of over 65% in size
#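 Luciferase luminescence (Steady-Glo, 30 min at room temperature) served as the read-out of ARE activation in AREc32 cells treated with compounds for 24 hr at 37 deg C.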
# A549 tox: kills or reduces viability of A549 cells in Nrf2 counter-screen; A549 ARE-Fluc cells, CellTiter-Fluor viability, 18-24 h; Potency, µM (highest dose often 46 µM), for inactives: top-dose activity change, negative = cytotoxicity, most hits filed as inhibitors; 390,000 compounds, 0.16% hits; note: potency is the fitted concentration of half-maximal effect; % is set by controls: 0 for no effect and ±100 for the full control effect
#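 A549 ARE-Fluc cells in 5% FBS OPTI-MEM, 5000 cells/well, rested 2 h then exposed to compounds in concentration-response for 18-24 h at 37 °C. Viability by CellTiter-Fluor fluorescence (Ex 405/Em 525) after 30 min; luciferase luminescence (BugLite, 15 min, RT) read afterwards.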
# IL-1B inflam inh: blocks inflammasome-driven IL-1 beta release. THP-1 LPS/ATP IL-1B secretion, AlphaLISA, 16 h; active compounds read low. activity change, % at 57.5 µM. 360,000 compounds, 4.7% hits. AID 743279; in the data active = activity change below about -50%; inconclusive = mostly about -30% to -49%; note: % is set by controls: 0 for no effect and ±100 for the full control effect
#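 THP-1 cells pretreated 1 hr with compounds (up to 57.5 uM final), then stimulated with LPS (250 ng/mL final) plus ATP (1.25 mM final); secreted IL-1B measured by AlphaLISA after 16 hr, decreased signal indicating inhibition.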
# Nrf2 inh: blocks Nrf2 signaling; A549 ARE-Fluc reporter, luciferase luminescence, 18-24 h; Potency, µM (titrated, usually from 46 µM), for the others: top-dose activity change, negative = inhibition, hits mostly inhibitors; 360,000 compounds, 2.1% hits; AID 504444; note: potency is the fitted concentration of half-maximal effect; % is set by controls: 0 for no effect and ±100 for the full control effect; nearly all actives have a fitted effect of over 60% in size
#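 In this cell-based qHTS, ARE-driven firefly luciferase in A549 cells reports Nrf2 activity; the luminescent signal after BugLite lysis is the measured value, with a prior CellTiter-Fluor read for cell health.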
# Numbers without * were called inactive; i = inactive; ? = inconclusive; . = no result given; [ ] = another dose, or the depositor's remark. Unless noted, calls come from the whole dose curve; as a rule, active = well fitted curve in the direction sought with a large enough effect; inconclusive = small, poorly fitted or top-dose-only effect, or another doubt; inactive = no such curve, though single readings can be large; an effect the other way counts as inactive or inconclusive. Hits appear at their usual frequency; overall some 8.8% were active at least once.
SMILES,S2 tox,TGFb inhibitor,ATXN2 expr inh,MCF10A rereplic,HepG2 viability,Nrf2 ARE act,A549 tox,IL-1B inflam inh,Nrf2 inh
CCCOc1ccc(-c2nnc(-c3ccco3)o2)cc1,i,-7%,-31%,0%,-27%,-2.3%,2%,-11,?
CCCc1nnc(NC(=O)Cc2coc3ccc(C(C)C)cc23)s1,i,7%,-2%,.,18%,0.3%,0%,.,-9%
COc1ccc(NC(=O)c2cc(-c3ccc4c(c3)OCO4)on2)c(OC)c1,i,13%,5%,.,2%,-1.1%,1%,.,20%
Nc1c(C(=O)NCCc2ccccc2)nnn1Cc1ccccc1,i,-14%,35%[activator],583%[0.0737 µM],-9%,-0.2%,-4%,-9,25%
N/C(Cc1cccc2ccccc12)=N\OC(=O)Cc1cccs1,i,-1%,26%,26%,-28%,3.5%,11%,22,25%
O=C(O)c1ccccc1NS(=O)(=O)c1ccc(NN=Cc2ccc(F)cc2)c([N+](=O)[O-])c1,i,0%,-20%,-1%,-2%,-1.1%,-17%,-4,-8%
O=C(NC1CCCCC1)C(c1ccc(F)cc1)N(Cc1ccco1)C(=O)CN1C(=O)c2ccccc2S1(=O)=O (stereo unspecified),i,-8%,19%,12%,-36%,-0.9%,-1%,-3,-10%
CC(=O)C(Sc1nccc(-c2cccs2)n1)C(C)=O,i,17%,16%,-13%,-20%,6.8%,-1%,-5,1%
CCC1=Nc2ccccc2-c2nnc(SC)nc2O1,?,-19%,-3%,-1%,-1%,?,0%,-2,.
Cc1ccc(NC(=O)C(C)Sc2nnc(-c3cccnc3)n2-c2ccccc2)cc1 (stereo unspecified),i,-1%,-3%,5%,3%,-0.9%,-10%,-19,-26%
O=C(Nc1ccnn1C1CCN(C2CCCCC2)CC1)c1ccccc1,i,-9%,-8%,13%,-81%,0.2%,2%,-14,1%
CC1CN(C(=O)CCc2cc(C(C)(C)C)c(O)c(C(C)(C)C)c2)CC(C)O1 (stereo unspecified),i,0%,5%,8%,-10%,0.3%,-4%,-21,-10%
O=C(NC1CCCC1)c1cc(-c2ccccc2)nc2ccccc12,?,-2%,-4%,6%,-21%,0.6%,-14%,23,5%
CSc1ccccc1NC(=O)c1cc(C2CC2)on1,.,2%,39%[activator],?,9%,8.1%,3%,25,?
O=C(Nc1ccc2c(c1)OC1(CCCC1)O2)C1CC1,i,-3%,0%,6%,3%,2.9%,0%,2,?
Cc1ccc2c(c1)sc(C)[n+]2CCCS(=O)(=O)[O-],i,0%,-5%,-2%,-2%,-0.3%,2%,-1,14%
CCCn1c(SCC(=O)N2c3ccc(F)cc3CCC2C)nnc1-c1ccccn1 (stereo unspecified),i,9%,-3%,2%,-27%,0.0%,12%,-11,7%
Cc1ccc(NC(=O)CSc2ccc(C(N)=O)cc2[N+](=O)[O-])cc1,i,8%,24%,-3%,11%,3.1%,6%,13,8%
Cc1ccc(C)c(-n2c(-c3csc(C)c3)n[nH]c2=S)c1,i,30%[activator],0%,18%,-7%,-0.2%,-1%,-2,3%
O=C(Nc1ccc(-c2cn3ccsc3n2)cc1)c1ccc(F)c(S(=O)(=O)N2CCOCC2)c1,?,-14%,?,27%,-21%,2.4%,-28%,54,?
Cc1onc(-c2c(F)cccc2Cl)c1C(=O)Nc1nc2c(s1)CCCC2,i,-23%,5%,?,-2%,5.8%,8%,23,?
CCOc1ccc(CNC(=O)C2CC(=O)N(C3CCCC3)C2)cc1OC (stereo unspecified),i,17%,2%,13%,-1%,-1.0%,-4%,10,-10%
CC1(C)CC2(CC(c3ccccc3F)c3ccc(O)c(O)c3O2)NC(=S)N1 (stereo unspecified),i,?,0%,20%,3%,1.1%,-25%,-6,-18%
Cc1ccc(C)c2[nH]c(=O)c(CCNC(=O)c3ccc(S(=O)(=O)N4CCCC4)cc3)cc12,i,-1%,-19%,-13%,-2%,-0.5%,-1%,?,?
CC1(C)CC(=O)C(C(O)c2ccccc2)C(C)(C)N1 (stereo unspecified),i,34%[activator],-19%,2%,25%,-0.2%,4%,25,3%

# Another view of some results above.
> COc1ccc(NC(=O)c2cc(-c3ccc4c(c3)OCO4)on2)c(OC)c1
  S2 tox: i	TGFb inhibitor: 13%	ATXN2 expr inh: 5%	MCF10A rereplic: .	HepG2 viability: 2%	Nrf2 ARE act: -1.1%	A549 tox: 1%	IL-1B inflam inh: .	Nrf2 inh: 20%
> Nc1c(C(=O)NCCc2ccccc2)nnn1Cc1ccccc1
  S2 tox: i	TGFb inhibitor: -14%	ATXN2 expr inh: 35%[activator]	MCF10A rereplic: 583%[0.0737 µM]	HepG2 viability: -9%	Nrf2 ARE act: -0.2%	A549 tox: -4%	IL-1B inflam inh: -9	Nrf2 inh: 25%
> N/C(Cc1cccc2ccccc12)=N\OC(=O)Cc1cccs1
  S2 tox: i	TGFb inhibitor: -1%	ATXN2 expr inh: 26%	MCF10A rereplic: 26%	HepG2 viability: -28%	Nrf2 ARE act: 3.5%	A549 tox: 11%	IL-1B inflam inh: 22	Nrf2 inh: 25%
> O=C(O)c1ccccc1NS(=O)(=O)c1ccc(NN=Cc2ccc(F)cc2)c([N+](=O)[O-])c1
  S2 tox: i	TGFb inhibitor: 0%	ATXN2 expr inh: -20%	MCF10A rereplic: -1%	HepG2 viability: -2%	Nrf2 ARE act: -1.1%	A549 tox: -17%	IL-1B inflam inh: -4	Nrf2 inh: -8%

# Remaining list, next part.
SMILES,S2 tox,TGFb inhibitor,ATXN2 expr inh,MCF10A rereplic,HepG2 viability,Nrf2 ARE act,A549 tox,IL-1B inflam inh,Nrf2 inh
COc1ccc2cc3cc(C(=O)NC(C)C)oc3nc2c1,i,-16%,22%,6%,-14%,-0.1%,-3%,?,-14%
CCSc1nn(CC(=O)Nc2ccc(C(=O)OC)cc2)c(N)c1S(=O)(=O)c1ccc(C)cc1,?,?,-36%,.,-13%,0.2%,-15%,.,23µM*
CC1(C(=O)NNC(=O)C2CCCCC2)CC1(Cl)Cl (stereo unspecified),i,14%,5%,?,12%,0.2%,1%,-4,-2%
Cc1ccc(CN2CCN(/N=C/c3cc(Br)ccc3O)CC2)cc1,i,-3%,-16%,16%,-6%,-0.6%,2%,14,8%
COc1ccc(CNC(=O)C(c2ccc(C)o2)N(Cc2cccs2)C(=O)Cc2cccs2)cc1 (stereo unspecified),i,0%,-24%,?,-16%,-0.4%,-26%,?,?
COC(=O)c1cn(C(=O)c2ccc(Cl)cc2)c2ccccc12,i,0%,-11%,-2%,6%,-0.1%,1%,33,-7%
CCOc1ccc(-c2nnc3n2N=C(c2ccc(OC)cc2)CS3)cc1,i,19%,0%,12%,-3%,0.1%,1%,21,-10%
O=C(Oc1ccc(-c2nnco2)cc1)c1cc(S(=O)(=O)N2CCOCC2)ccc1F,i,-13%,.,.,-26%,-0.9%,.,4,.
CC(=O)c1ccc(C(=O)NC2CC(C)(C)Cc3c2cnn3-c2ccccc2)cc1 (stereo unspecified),?,5%,5%,-11%,-11%,0.3%,-5%,16,21%
Cc1ccc2[nH]c(=O)c(CN(Cc3cccnc3)C(=S)NCCCN(C)C)cc2c1,i,6%,-6%,-5%,4%,-0.5%,-1%,-13,3%
CCC(=O)N(CC)C1=C(O)c2ccccc2C(=O)C1=O,.,-5%,-31%,?,-28%,4.2%,-2%,0,-11%
O=C(NC1CCCC1)C1c2ccccc2OCC(=O)N1CCCN1CCOCC1 (stereo unspecified),i,.,0%,.,.,0.3%,.,-20,.
O=C(Cn1nnc(-c2ccccc2)n1)NCC(=O)Nc1ccc(F)c(F)c1F,.,-14%,.,-4%,-2%,-0.7%,5%,50,2%
CCC(CC)N1CCN(Cc2nc3ccc([N+](=O)[O-])cc3c(=O)n2-c2ccccc2F)CC1,i,-8%,0%,?,-7%,3.6%,-2%,58,-4%
O=C(NCCc1ccccc1)c1ccccc1[N+](=O)[O-],i,-18%,25%,-11%,-27%,3.1%,0%,4,18%
COC(=O)Nc1ccc2c(c1)N(C(=O)CCN(C)C)c1ccccc1CC2,i,-11%,-1%,0%,-15%,2.0%,16%,-57*,8%
COC(=O)c1ccc(CNC(=O)COC(=O)Cc2ccsc2)cc1,i,-2%,3%,-31%[inhibitor],-3%,-1.3%,0%,-2,-7%
Cc1ccnc(NC(=O)Nc2cccc(F)c2)n1,i,-4%,33%,-2%,-5%,5.9%,5%,-10,?
Cc1nc2ccc(F)cc2cc1C(=O)NCC1CCCO1 (stereo unspecified),i,-9%,2%,1%,-1%,3.4%,-4%,12,5%
Cc1cc(Nc2nnnn2-c2ccccc2)n(-c2ccccc2)n1,i,-20%,-12%,-7%,-7%,-1.2%,?,25,.
CC(C)(C)NS(=O)(=O)c1ccc(CCC(=O)NCc2ccco2)cc1,i,-4%,3%,0%,0%,-0.1%,-4%,4,11%
COc1cc(=O)[nH]c(=O)n1C(=O)Cc1ccccc1,i,0%,2%,-4%,-69%,-0.7%,-9%,22,?
Cc1ccc2nc(-c3ccc(NC(=O)COc4c(C)ccc(C)c4C)cc3)sc2c1,i,?,59%[activator],.,1%,0.4%,-2%,.,?
O=C(Cc1ccc(NC(=O)N2CCCCc3ccccc32)cc1)NCc1ccccc1Br,?,-22%,-24%,.,-24%,-0.9%,-11%,.,?
COc1ccc(/C=C2\SC(=O)NC2=S)cc1OC,?,14%,-11%,?,-35%,?,12µM*,-74*,?
CNC(=S)N1CCN(c2ccc([N+](=O)[O-])cc2)CC1,i,?,-8%,26%,-27%,0.6%,-15%,0,-6%
